# Pol eta inh: DNA polymerase eta (human) inhibition. 1.2% of 390,000 active. Q9Y253. recombinant Pol eta, fluorescent DNA replication assay. AID 588591. Potency, µM (titrated, usually from 114 µM), inactives show top-dose activity change, negative = inhibition, actives largely listed as inhibitors; note: potency is the fitted concentration of half-maximal effect; % is set by controls: 0 for no effect and ±100 for the full control effect
#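 Pol eta at 10 nM preincubated with compounds 15 min at room temperature; reaction started with fluorescent substrate (50 nM final) and read kinetically at 0 and 10 min.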
# POLK inh: inhibitors of human DNA polymerase kappa | Q9UBT6 | purified Pol kappa, fluorescent DNA synthesis assay, 10 min | Potency, µM (top dose mostly 107 µM), for the others: top-dose activity, negative = inhibition, most hits filed as inhibitors | 0.53% of 400,000 active | AID 588579; note: potency is the fitted concentration of half-maximal effect; % is set by controls: 0 for no effect and ±100 for the full control effect
#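 Inhibition of 10 nM Pol kappa is measured by a fluorescent read-out at 0 and 10 min following addition of 50 nM substrate (final), with a 15-min room-temperature compound preincubation.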
# APEX1 inh: inhibitors of human APE1 endonuclease; Potency, µM (top dose mostly 65.8 µM), without a hit: at the top dose activity change, negative = inhibition, hits mostly inhibitors; P27695; 0.35% of 350,000 active; recombinant APE1, TAMRA/BHQ-2 abasic DNA cleavage fluorescence;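 note: potency is the fitted concentration of half-maximal effect; plate controls were vehicle for no effect and reference inhibitor for full effect; nearly all actives have a fitted effect of over 55% in size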
#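 Step 1: APE1 (0.75 nM) with compound, 15 min RT. Step 2: add 50 nM fluorophore/quencher THF duplex. Step 3: three fluorescence reads 60 s apart (525/598 nm); read 3 minus read 1 = reaction progress.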
# BLM inh: Bloom syndrome helicase (human) inhibition; P54132; AID 2528; 0.2% of 350,000 active; Potency, µM (highest dose often 56.1 µM), inactives show top-dose activity change, negative = inhibition, usual class: inhibitors; recombinant BLM DNA unwinding, fluorescence dequenching;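 note: potency is the fitted concentration of half-maximal effect; plate controls were vehicle for no effect and no enzyme for full effect; nearly all actives have a fitted effect of over 35% in size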
# Target sequence (P54132 whole entry, looked up): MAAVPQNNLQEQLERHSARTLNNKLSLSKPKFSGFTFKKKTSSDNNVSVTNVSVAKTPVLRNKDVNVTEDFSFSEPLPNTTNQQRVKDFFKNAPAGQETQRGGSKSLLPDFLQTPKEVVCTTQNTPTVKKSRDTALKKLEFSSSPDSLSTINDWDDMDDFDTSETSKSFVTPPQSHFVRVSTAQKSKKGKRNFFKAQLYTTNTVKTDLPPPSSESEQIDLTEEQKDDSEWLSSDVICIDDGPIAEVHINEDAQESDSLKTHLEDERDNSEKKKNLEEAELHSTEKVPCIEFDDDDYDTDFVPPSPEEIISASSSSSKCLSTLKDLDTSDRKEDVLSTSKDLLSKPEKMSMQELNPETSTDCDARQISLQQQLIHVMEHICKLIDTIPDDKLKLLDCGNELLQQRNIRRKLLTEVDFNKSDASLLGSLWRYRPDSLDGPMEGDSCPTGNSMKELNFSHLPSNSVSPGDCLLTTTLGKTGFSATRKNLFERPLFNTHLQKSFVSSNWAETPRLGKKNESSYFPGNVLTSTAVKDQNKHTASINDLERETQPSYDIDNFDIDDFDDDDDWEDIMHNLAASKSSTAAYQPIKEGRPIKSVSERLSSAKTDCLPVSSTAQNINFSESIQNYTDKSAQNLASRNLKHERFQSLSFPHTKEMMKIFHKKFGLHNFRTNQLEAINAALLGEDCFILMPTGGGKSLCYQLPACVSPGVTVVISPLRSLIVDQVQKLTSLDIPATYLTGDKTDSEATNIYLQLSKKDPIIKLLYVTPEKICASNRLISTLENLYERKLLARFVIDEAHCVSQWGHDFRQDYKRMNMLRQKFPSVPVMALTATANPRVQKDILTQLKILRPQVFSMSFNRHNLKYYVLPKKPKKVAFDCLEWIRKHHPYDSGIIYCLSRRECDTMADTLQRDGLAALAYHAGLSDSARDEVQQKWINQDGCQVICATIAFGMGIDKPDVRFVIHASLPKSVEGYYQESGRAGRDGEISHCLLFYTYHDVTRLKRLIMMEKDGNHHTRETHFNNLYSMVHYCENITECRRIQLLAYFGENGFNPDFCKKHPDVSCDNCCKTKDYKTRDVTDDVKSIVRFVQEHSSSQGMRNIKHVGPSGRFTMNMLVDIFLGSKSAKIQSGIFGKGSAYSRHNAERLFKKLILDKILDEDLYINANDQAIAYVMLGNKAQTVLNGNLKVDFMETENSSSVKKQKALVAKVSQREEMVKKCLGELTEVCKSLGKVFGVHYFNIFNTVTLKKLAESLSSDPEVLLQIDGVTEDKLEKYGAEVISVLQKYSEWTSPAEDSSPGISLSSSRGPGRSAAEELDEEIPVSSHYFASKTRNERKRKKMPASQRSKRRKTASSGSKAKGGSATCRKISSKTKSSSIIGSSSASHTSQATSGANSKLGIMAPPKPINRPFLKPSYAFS
# Apoferritin bind: candidate novel general anesthetic via apoferritin binding. P02791. apoferritin/1-aminoanthracene competitive binding, fluorescence. Potency, µM (highest dose often 77.5 µM), for the others: at the top dose activity change, negative = displacement, most hits filed as inhibitors. 0.074% of 350,000 active; note: potency is the fitted concentration of half-maximal effect; % is set by controls: 0 for no effect and ±100 for the full control effect; nearly all actives have a fitted effect of over 20% in size
#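 Steps: apoferritin (10 uM) was premixed with half-saturated 1-AMA in PBS, compounds were pin-transferred, plates stood 10 min at room temperature, fluorescence was read at 380/535 nm, and curves were fitted with a Hill equation.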
# POLB inh: inhibitors of human DNA polymerase beta | Pol beta primer extension/strand displacement, fluorescence kinetic | Potency, µM (series often up to 114 µM), without a hit: at the highest dose activity change, negative = inhibition, hits mostly inhibitors | P06746 | 1.3% of 340,000 active; note: potency is the fitted concentration of half-maximal effect; % is set by controls: 0 for no effect and ±100 for the full control effect
#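 10 nM enzyme + cpd, 15 min RT; start with substrate 50 nM final; read 0 min and after 10 min RT. Corrected, normalized data; 4-parameter Hill curve fit.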
# PGK inhibitor: blocks T. brucei phosphoglycerate kinase; P07378; PGK/GAPDH coupled, Kinase-Glo luminescence, 60 min; Potency, µM (doses to about 57.5 µM), for inactives: at the highest dose activity change, negative = inhibition, actives largely listed as inhibitors; 0.043% of 380,000 active; AID 602233; note: potency is the fitted concentration of half-maximal effect; % is set by controls: 0 for no effect and ±100 for the full control effect; nearly all actives have a fitted effect of over 60% in size
#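 Recombinant glycosomal PGK reaction used 1,3-bisphosphoglycerate generated in-well by GAPDH (100nM final) in 100mM TEA pH 7.6, 5mM MgCl2, 0.01% Tween-20. After 60 minutes at room temperature, ATP was read by Kinase-Glo Plus luminescence end-point.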
# POLI inh: DNA polymerase iota (human) inhibition. AID 588590. Potency, µM (series often up to 115 µM), for the others: at the highest dose activity, negative = inhibition, most hits filed as inhibitors. Q9UNA4. 1% of 390,000 active. Pol iota fluorescent replication assay, 10 min; note: potency is the fitted concentration of half-maximal effect
#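 Fluorescent replication assay read twice, at 0 min and 10 min after adding 50 nM (final) substrate. Enzyme (10 nM) and compounds were first incubated 15 min at room temperature; enzyme-free buffer wells were negative controls.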
# RXFP1 antag: antagonists of human relaxin receptor RXFP1. Q9HBX9. HEK293-RXFP1, relaxin-stimulated cAMP HTRF, 30 min; stronger effect = lower value. activity change, negative = inhibition, % at 57.5 µM. 0.59% of 350,000 active;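 active = activity change of -60% or lower, but not beyond a set lower limit; inconclusive = change between -60% and -40%, or beyond the set limit; inactive = change above -40%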; note: % is set by controls: 0 for no effect and ±100 for the full control effect
# * hit, by the source's call; i = inactive; ? = inconclusive; . = no result given; & = joins results of further samples; [ ] = dose if it differs, or a comment. Unless noted, calls come from the whole dose curve; as a rule, active = well fitted curve in the direction sought with a large enough effect; inconclusive = small, poorly fitted or top-dose-only effect, or another doubt; inactive = no such curve, though single readings can be large; an effect the other way counts as inactive or inconclusive. Some of the compounds tested. The share of hits here may be higher or lower than overall.
SMILES,Pol eta inh,POLK inh,APEX1 inh,BLM inh,Apoferritin bind,POLB inh,PGK inhibitor,POLI inh,RXFP1 antag
CCNS(=O)(=O)c1ccc(NC(=S)N2CCc3ccccc32)cc1,-13%,2%,3%,-2%,-13%,0%,i,-22%,1
O=C(Cn1cc(C(=O)c2ccco2)c2ccccc21)Nc1ccc(Br)cc1,-11%,8%,.,-3%,-4%,0%,i,1%,-6
Cc1ccccc1NC(=O)CSc1ccc(-c2ccco2)nn1,?,-5%,4%,-3%,-6%,0%,i,5%,-3
CCOc1ccc(C(=O)NN2C(=O)C3C4C=CC(O4)C3C2=O)cc1 (stereo not given),-5%,-13%,0%,1%,-5%,16%,3%,-14%,0
CCCNC(=O)CSc1nc2ccc(OCC)cc2s1,-6%,7%,-2%,-2%,-6%,38%,-6%,17%,-7
CCOc1ccc(NC(=O)c2cnc3scc(C)n3c2=O)cc1,-15%,-7%,5%,-1%,8%,-2%,-6%,21%,.
CCOc1ccc(C(=O)NC(=S)Nc2cccnc2)cc1,0%,1%,3%,-9%,-4%,11%,i,21%,-2
COC(=O)c1cc(S(=O)(=O)NCCc2sccc2C)c[nH]1,-5%,-8%,-19%,-3%,-17%,2%,-2%,9%,-1
Cc1oc(-c2ccccc2Cl)nc1CS(=O)(=O)CC(=O)NC(C)c1ccccc1 (stereo not given),-10%&-6%,-5%&1%,20%,-3%&-5%,-23%&-14%,4%&17%,1%&1%,-12%&20%,0
Cc1ccc(Cc2c(C)nc3nc(SCC(=O)NCCCN4CCCC4)nn3c2C)cc1,-15%,-10%,-9%,-9%,4%,6%,-3%,84%[activator],-4
COc1cc2nc(N(CCCN(C)C)C(=O)c3ccc(S(=O)(=O)N4CCc5ccccc54)cc3)sc2cc1OC,-2%,-12%,-5%,.,.,.,4%,?,-4
Cc1ccccc1NC(=O)C(C)N1C(=O)c2ccccc2C1=O (stereo not given),-14%,8%,52%[activator],-5%,-9%,13%,0%,15%,-1

# Profiles from above. Order of values: Pol eta inh | POLK inh | APEX1 inh | BLM inh | Apoferritin bind | POLB inh | PGK inhibitor | POLI inh | RXFP1 antag
# COC(=O)c1cc(S(=O)(=O)NCCc2sccc2C)c[nH]1 reads -5% | -8% | -19% | -3% | -17% | 2% | -2% | 9% | -1
# Cc1ccc(Cc2c(C)nc3nc(SCC(=O)NCCCN4CCCC4)nn3c2C)cc1 reads -15% | -10% | -9% | -9% | 4% | 6% | -3% | 84%[activator] | -4

# (listing goes on)
SMILES,Pol eta inh,POLK inh,APEX1 inh,BLM inh,Apoferritin bind,POLB inh,PGK inhibitor,POLI inh,RXFP1 antag
Cn1c(N)c(N2CCCCC2)c(=O)n(CC(=O)Nc2cccc(C#N)c2)c1=O,-22%,-13%,25%,.,.,.,-8%,74%[activator],-1
Cc1ccc(C)c2[nH]c(=O)c(CN(CCCN(C)C)C(=O)NCc3ccccc3)cc12,-11%,1%,7%,-6%,-15%,3%,-1%,-4%,-4
COc1ccc(C(=O)CCC(=O)O)c(C)c1,-6%,0%,-4%,-13%,-9%,-14%,0%,6%,1
CCOC(=O)/C(=N\Nc1cccc(C(F)(F)F)c1)N(CCOC)CCOC,-14%,-10%,-3%,-4%,?,-8%,9%,12%,20
Cc1cccc(C(=O)Nc2sc3c(c2C(=O)O)CCCC3)c1,-11%&-4%,-5%&2%,11%,-1%&-2%,4%&-4%,14%&19%,-13%,-9%&19%,-21&-32
Cc1ccc(C)c(CN2C(=O)c3ccccc3S(=O)(=O)c3ccc(C(=O)N4CCN(c5ccccc5)CC4)cc32)c1,.,-8%,.,-6%,-12%,-11%,.,12%,-16
CCOc1ccc(S(=O)(=O)NCC(c2ccco2)S(=O)(=O)c2cccs2)cc1 (stereo not given),-7%,-2%[60.1 µM],.,-4%,-4%,-28%,5%,4%,-6
O=C(/C=C/c1ccccc1)C1=C(O)C(=O)N(CCO)C1c1cccc([N+](=O)[O-])c1 (stereo not given),-9%,-2%,0%,-5%,-14%,13%,i,38%[activator],-11
COc1ccc(OC)c(S(=O)(=O)Nc2cccc(-c3ccc(N4CCCCC4)nn3)c2)c1,-14%,4%[60.1 µM],.,-4%,-13%,-3%,-4%,3%,-9
CCC(CC)c1nnc(NC(=O)C2CC(=O)N(CCc3ccc(OC)c(OC)c3)C2)s1 (stereo not given),-6%,-13%,3%,.,.,.,i,41%[activator],-18
O=S(=O)(Nc1ccc2c(c1)nc1n2CCN(Cc2ccccc2)C1)c1ccc(Cl)cc1,-6%,-10%,-3%,-5%,-6%,-1%,1%,1%,-6
CCc1ccc(C2=NNC(=Nc3cccc(S(=O)(=O)N(C)C)c3)SC2)cc1,-15%,-11%,-1%,-8%,-9%,-3%,8%,5%,-8
Cc1[nH]c2ccc3c(ncn3CCC#N)c2c1C,3%,-18%,1%,-2%,-12%,-2%,1%,47%,-13
CCOc1ccccc1CNS(=O)(=O)c1cnc[nH]1,-1%,0%,-4%,1%,2%,2%,0%,2%,-8
CCOc1ccc(N=Cc2c(O)c3ccccc3oc2=O)cc1,-2%,-5%,?,-9%,-3%,20%,-10%,22%,-15
Cc1ccc(NC2=C(CC(=O)O)C(c3ccccc3)N(c3ccc(C)cc3)C2=O)cc1 (stereo not given),-14%,8%,4%,1%,-3%,8%,i,5%,.
COCC(=O)N1CCC(Oc2ccc(C(=O)NCCCC3CCCC3)cc2)CC1,-17%,1%,8%,0%,?,5%,-9%,5%,-15
Cc1ccccc1NC(=O)CC1C(=O)NCCN1C(=O)c1cccc(Cl)c1 (stereo not given),-2%&-19%,-21%&-9%,1%,0%&-2%,-9%&-5%,9%&-16%,-4%&-2%,?,4
CCN1CN=C(NS(=O)(=O)c2ccc(C)cc2)NC1,-12%,-11%,6%,-7%,-8%,0%,-6%,44%[activator],0
CCOCC(=O)Nc1ccc(C)c(Cl)c1,-11%,6%,5%,-1%,?,23%,-8%,-8%,-10
Fc1ccccc1CNCCCSc1nnnn1-c1ccccc1,-21%,-4%,.,0%,-9%,-2%,1%,9%,-4
c1ccc2c(c1)Nc1cc3ccccc3cc1O2,-3%,-15%,.,.,.,.,i,8%,-5
COc1cc(C2CC(=O)Nc3c2c(=O)[nH]c2nc4ccccc4n32)ccc1O (stereo not given),-12%,-4%,.,1%,-9%,17%,-6%,5%,.
COc1ccc(OC)c(C2=Nn3c(nnc3-c3ccco3)SC2)c1,-2%,-6%,20%,-8%,-22%,16%,-1%,-2%,-6
COc1ccc(/C=C/C(=O)c2ccc(O)cc2)cc1,-18%,-5%,1%,-4%,-3%,43%,-3%,23%,.
Cc1ccc(NC(=O)/C(C#N)=C/c2ccsc2)c(C)c1,-16%,5%,-3%,-2%,52%[activator],16%,i,30%[activator],.
N#Cc1ccc(NC(=O)COc2ccc(-n3cnnn3)cc2)cc1,-20%,-18%,11%,.,.,.,-4%,?,-9
CCOC(=O)c1csc(NC(=O)Nc2cccc(Cl)c2)n1,?,4%,6%,-29%,2%,6%,-2%,9%,15
CCNC(=O)/C(C#N)=C/c1c(N2CCCCCC2)nc2c(C)cccn2c1=O,-8%,-20%,18%,-1%,-17%,12%,-3%,179%[activator],-8
CC(CN1CCCCC1)C(=O)NN (stereo not given),-20%,1%,1%,0%,-2%,6%,-3%,-29%,1
CCOC(=O)C1=C2SCCN2C(=O)C(C#N)C1(C)C (stereo not given),7%,-9%,-1%,-7%,-6%,-19%,6%,13%,-1
COc1ccc(N2CCN(C(c3ccc4ncccc4c3)c3nnnn3C(C)(C)C)CC2)cc1 (stereo not given),-16%,4%,?,-10%,-13%,4%,-9%,-3%,4
O=C(CSc1c2c(nc3ccc(Cl)cc13)CCCC2)NCCCN1CCOCC1,-8%,-14%,3%,1%,-8%,-15%,-4%,15%,18
CC(=O)Nc1ccc(N/C=C/C(=O)c2ccc(C)cc2)cc1,0%,-13%,-4%,-2%,-9%,8%,4%,5%,1
Cc1ccc(-c2nc(CS(=O)CC(=O)NC3CCCC3)c(C)o2)cc1 (stereo not given),-22%,6%,?,-7%,-22%,-16%,-8%,8%,4
Cn1cccc1C(=O)OCc1csc(-c2ccccc2)n1,0%,0%,-5%,-9%,?,10%,-17%,7%,6
C(=N\Nc1nc(N2CCCC2)nc(N2CCCC2)n1)/c1ccccc1OCc1ccccc1,-11%,2%,-3%,-1%,-4%,3%,-1%,27%,-5
CCc1c(C)nc2ccc(Br)cc2c1Cl,1%,5%,0%,-3%,-15%,0%,-2%,32%[activator],7
COc1ccccc1C(=O)NC(CCSC)C(=O)NNC(=O)c1ccncc1 (stereo not given),-22%,0%,52%,.,.,.,-8%,18%,-10
CSc1nc(N)c(C(=O)Nc2ccc([N+](=O)[O-])cc2)s1,-6%,-2%,-4%,-7%,-15%,1%,-10%,-11%,0
O=C(COC(=O)/C=C/c1ccc(S(=O)(=O)N2CCOCC2)cc1)NCc1ccc(F)cc1,-5%,-21%,-8%,-8%,-24%,-3%,-3%,69%[activator],-6
Cc1ccc(CN2CCN(C(=O)CC(C)C)CC2)cc1,7%,-2%,7%,4%,0%,20%,-6%,6%,25
O=C(NC1CCCC1)c1ccc2c(=O)n(Cc3ccccc3)c(SCc3cccc(F)c3)nc2c1,-7%,-1%[60.1 µM],.,-2%,-7%,18%,-4%,-3%,10
CC(NC(=O)C12CC3CC(CC(C3)C1)C2)C(=O)NCCN(C)C (stereo not given),-13%,-7%,-1%,4%,-22%,22%,-4%,11%,-1
CCCCOc1ccc(C(C)NC(=O)C2CCCN(S(=O)(=O)CC)C2)cc1 (stereo not given),-3%,8%,3%,-2%,-12%,-1%,-7%,-9%,-6

# Exported with values under each structure: part of the list above
# Below each compound: Pol eta inh | POLK inh | APEX1 inh | BLM inh | Apoferritin bind | POLB inh | PGK inhibitor | POLI inh | RXFP1 antag
> Cc1ccccc1NC(=O)CC1C(=O)NCCN1C(=O)c1cccc(Cl)c1 (stereo not given)
 : -2%&-19% | -21%&-9% | 1% | 0%&-2% | -9%&-5% | 9%&-16% | -4%&-2% | ? | 4
> CCN1CN=C(NS(=O)(=O)c2ccc(C)cc2)NC1
 : -12% | -11% | 6% | -7% | -8% | 0% | -6% | 44%[activator] | 0

# From PubChem BioAssay
